Screening results from PubChem.
TbPYK inhibitor: qHTS of Trypanosoma Brucei Inhibitors | pyruvate kinase (Trypanosoma brucei), Q57TT1 | TbPYK enzyme, Kinase-Glo Plus ATP luminescence, 45 min | Potency, µM (doses to about 76.8 µM), for the others: at the top dose activity, negative = inhibition, most hits filed as inhibitors | 410,000 compounds, 0.12% hits; active = well fitted inhibition curve with a large enough effect; note: nearly all actives have a fitted effect of over 50% in size
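Quantitative HTS: titrated library compounds versus trypanosomal pyruvate kinase in TEA buffer (pH 7.2) containing KCl, MgCl2, BSA and Tween-20. Reactions were initiated with ADP, 130 uM final. Kinase-Glo Plus luminescence was read after 45 min at RT.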
Active calls of the source: *; & = joins results of further samples; [ ] = another dose, or the depositor's remark. % is set by controls: 0 for no effect and ±100 for the full control effect; potency is the fitted concentration of half-maximal effect. These rows are one share of the data; rates above refer to the full screens.

SMILES	TbPYK inhibitor
O=S1(=O)CC(N2CCN(Cc3ccccc3F)CC2)CN1Cc1cn(Cc2ccccc2)nn1 (stereo unspecified)	4%
O=C(Nc1ccc(F)c(Cl)c1)c1ccc2nc([C@@H]3O[C@H](CO)[C@H](O)[C@H](O)[C@H]3O)[nH]c2c1	-5%
CCOC(=O)C1=CCC(C(C)(C)C)N(S(=O)(=O)c2ccc(C)cc2)C1 (stereo unspecified)	4%
COc1ccc(NC(=O)c2c(-c3ccccc3)c(-c3ccccc3)nn(C)c2=O)cc1OC	-7%
Clc1cccc(CSc2ccc(-c3cccs3)nn2)c1	4%
O=C(Nc1c(C(=O)c2ccc(Cl)cc2)oc2ccccc12)c1cc(=O)c2ccccc2o1	0%
O=C1NC[C@H](CCCCN2C[C@H](Cc3ccc(O)cc3)N(Cc3ccccc3)C(=O)C2=O)N(CCc2ccccc2)C1=O	-1%
CS(=O)(=O)N1CCC2(CCCN(C(c3ccccc3)c3ccccc3)C2)CC1	-11%
CC1=C(C(=O)N(C(C)C)C(C)C)CC(CC(=O)NC2CCCCC2)C(=O)N1Cc1ccc(F)cc1 (stereo unspecified)	5%
CCc1nc2c(OCCOc3ccc(F)cc3)cccn2c1N(C)C(=O)c1ccco1	-3%
CC(=O)CC1c2ccccc2C=C(c2ccsc2)N1c1ccc(-c2cccs2)cc1 (stereo unspecified)	2%
O=C(NCc1ccccc1)c1ccc2oc(=O)n(Cc3ccccc3)c2c1	-3%
Cc1ccc2c(c1)cc1c(=O)n(CC(=O)NC(C)CCc3ccccc3)nc(C)n12 (stereo unspecified)	-1%
Cc1cccc(C)c1C(O)c1ncc(-c2cccc(F)c2)[nH]1 (stereo unspecified)	-9%
CN(C)CCN1CCN(C2CN(C3CCCC3)S(=O)(=O)C2)CC1 (stereo unspecified)	-4%
O=C1NC[C@H](CCCCN2C[C@H](Cc3ccc(O)cc3)N(CCC3CCCCC3)C(=O)C2=O)N(CC2CCCCC2)C1=O	2%
CCc1ccc(C(c2ccccc2)c2c[nH]c3ccc(C)cc23)s1 (stereo unspecified)	-13%
Clc1cccc(-c2cccc3nccn23)c1	-1%
Clc1cccc(N2CCN(c3nc4ccccc4c4nc(-c5ccccc5)nn34)CC2)c1	0%
CC1(C(=O)NCC2CC2)Cc2c(-c3cccc(C(N)=O)c3)ccnc2O1 (stereo unspecified)	-6%
Cc1ccc2oc(=O)c(-c3nc4ccc(C)cc4[nH]3)cc2c1	0%
CCOC(=O)Cn1c(=O)c2c(nc(N3CCOCC3)n2Cc2ccccc2)n(C)c1=O	-7%
CC(C)Oc1ccc(CNS(=O)(=O)c2ccc(-c3cc(C(F)(F)F)on3)s2)cc1	2%
CCOc1ccc(NC(=O)CSc2nnc3scc(-c4ccc(Cl)cc4)n23)cc1	6%
O=C(Nc1ccccc1)C1CCN(S(=O)(=O)c2ccc3[nH]c4c(c3c2)CCCCC4)CC1	0%[15.4 µM]

Entries listed so far containing a furan ring, fused or not, in the order listed:
SMILES	TbPYK inhibitor
O=C(Nc1c(C(=O)c2ccc(Cl)cc2)oc2ccccc12)c1cc(=O)c2ccccc2o1	0%
CCc1nc2c(OCCOc3ccc(F)cc3)cccn2c1N(C)C(=O)c1ccco1	-3%

More structures follow:
SMILES	TbPYK inhibitor
Cc1ccc(OCCC(=O)OCC(=O)NCCNC(=O)COC(=O)CCOc2ccc(C)cc2)cc1	0%
CN(C(=O)CSc1nnc(C(F)(F)F)n1C)c1c(N)n(Cc2ccccc2)c(=O)[nH]c1=O	-5%
Cc1cc(C)cc(OCCOCCn2c(-c3ccc(Cl)cc3)nc3ccccc3c2=O)c1	3%
CCCN1CCC(C(=O)NC(c2ccc(F)cc2)c2ncccc2C)CC1 (stereo unspecified)	8%
C[C@@H]1CCCCO[C@H](CN(C)C(=O)Cc2ccccc2)[C@H](C)CN([C@@H](C)CO)C(=O)c2cc(NC(=O)Nc3ccc(F)cc3)ccc2O1	1%
CC1=C(C(=O)N(C)C)CC(CC(=O)NC2CCCC2)C(=O)N1Cc1ccccc1 (stereo unspecified)	2%
CCOC(=O)c1cc(-c2ccccc2)n(CC(=O)NC(C)c2ccccc2)c1C (stereo unspecified)	-1%
CCOc1ccc(NC(=O)Cn2cc(C(=O)c3ccccc3)c3ccccc32)cc1	4%
CCOc1cc(S(=O)(=O)NCCc2c(C)[nH]c3ccc(C)cc23)ccc1Br	4%
CC(=O)c1c(C)oc2c(Br)cc(NS(=O)(=O)c3ccc(Br)cc3)cc12	4%
CC[C@@H]1CC2=C(C(=O)OC(C)(C)O2)[C@@H](c2ccc(Cl)cc2)O1	2%
CC1(C)CC(=O)c2cc(-c3nc(-c4ccccc4)cs3)c(=O)[nH]c2C1	-2%
COc1ccc(OC)c(NC(=O)CN2C(=O)COc3ccc(S(=O)(=O)NC4CCCC4)cc32)c1	-2%
CCC(Cc1ccccc1)NC(=O)Cn1nc(C)n2c(cc3occc32)c1=O (stereo unspecified)	-3%
COc1ccc(C=CC(=O)c2ccc(OCc3ccccc3)c(OC)c2)cc1OC	-11%
COc1ccc(NC(=O)C2Cc3c(-c4cccc(NC(C)=O)c4)ccnc3O2)cc1OC (stereo unspecified)	2%
CC1=C(C(=O)OC2CCCCCC2)C(c2c(Cl)cccc2Cl)CC(=O)N1 (stereo unspecified)	-1%
CN(C(=O)Cn1ncc2c1-c1ccccc1OC2)c1ccc(Br)cc1	-7%
COC(=O)c1cc(=O)nc(NN=Cc2ccc(OC)cc2)s1	-19%
Oc1c(C(c2ccc(Br)cc2)N2CCOCC2)sc2nc(-c3ccco3)nn12 (stereo unspecified)	-6%
CCc1ccc(S(=O)(=O)c2cn(C)c3cc(N4CCC(C)CC4)c(F)cc3c2=O)cc1	3%
C=C1C(=O)OCC2C(C(=O)O)=CC3C(C)C(C)=CC123 (stereo unspecified)	-15%
CN1CCC2(CC1)CCN(C(=O)c1cccc(F)c1)CC2	6%
COc1ccc(NC(=O)CCn2cccn2)cc1OC	-4%
COc1ccc2c(c1)Cc1c-2cc(Br)c(N)c1Br	-13%

Next section:
SMILES	TbPYK inhibitor
COc1ccc(Cl)cc1NC(=O)CCCn1c(=O)c2cccn2c2cccnc21	-1%&-13%
CCc1ccc(NS(=O)(=O)c2ccc(C(=O)N(C)C)s2)cc1	-5%
C[C@@H]1CN([C@@H](C)CO)S(=O)(=O)c2ccc(Br)cc2O[C@H]1CN(C)C(=O)c1ccc2c(c1)OCO2	7%
O=C(Nc1cc(C(F)(F)F)cc(C(F)(F)F)c1)c1cccn(Cc2ccccc2Cl)c1=O	4%
COCCNc1nc(-c2ccccc2F)c2sc(-c3ccccc3)cc2n1	4%
COc1ccc(CCNC(=O)CCn2c(=O)c3cccn3c3ccc(F)cc32)cc1OC	-3%
Cc1cccc(NC(=O)CNC(=O)[C@H]2O[C@@H](n3ccc(N)nc3=O)[C@H](O)[C@@H]2O)c1C	1%
Cc1cccc(NC(=O)C2CCN(S(=O)(=O)c3c(C)noc3/C=C/c3ccco3)CC2)c1C	-5%
CCc1ccccc1NC(=O)c1ccc(CN2C(=O)CCn3nc(C)cc32)cc1	-13%
CC1(C)OCC(CNC(=O)c2[nH]c(C(F)(F)F)nc2-c2ccccc2)O1 (stereo unspecified)	6%
COC(=O)[C@]12CCCCC=C1N(CCC1=CCCCC1)C(=O)[C@H](CC(=O)NCC1CCCCC1)C2	1%
COc1ccc2nc(N(Cc3cccnc3)C(=O)Cc3ccccc3)sc2c1	5%
CC1CCc2c(sc3nnn(CC(=O)Nc4ccc(Cl)cc4)c(=O)c23)C1 (stereo unspecified)	1%
CN1CCN(c2ncc3c(n2)CCN(Cc2ccc(Br)s2)C3)CC1	2%
Cc1ccc([C@@H]2CC(=O)[C@@H]3CN(S(=O)(=O)c4ccc(C)cc4)[C@H](c4ccccc4)C[C@@H]3N2S(=O)(=O)c2ccc(C)cc2)cc1	1%
COc1ccc(OC)c(CCNCc2c(C(=O)O)c(C)n(Cc3ccc(F)cc3Cl)c2C)c1	-1%
Cc1noc(C)c1C(=O)N1CCC[C@@]2(CCN(Cc3nccs3)C2)C1	-6%
Cc1ccc(NC(=O)Nc2cc3c(cc2N2CCCCC2)n(C)c(=O)n3C)cc1Cl	-4%
COc1ccc(S(=O)(=O)NCc2cccn2Cc2cccc(C)c2)cc1	1%
CN1CCN(C(=O)c2cccc3c(-c4ccc(F)c(F)c4)coc23)CC1	-9%
COc1ccccc1C(=O)N1CCC(c2noc(-c3ccc(S(=O)(=O)N4CCCC4)cc3)n2)CC1	-2%
COc1ccc(-c2cc(-c3ccc(F)cc3)nc3c2COc2ccc(F)cc2-3)cc1	-3%
O=C(NCCc1ccccc1)c1ccc2c(c1)N(Cc1ccc(F)cc1)C(=O)c1ccccc1S2(=O)=O	0%
COc1ccc(Oc2ncc3nc(CCc4ccccc4)c(=O)n(C)c3n2)cc1	1%
O=C(c1cccs1)N1CCCc2cc(NS(=O)(=O)c3ccc(Br)cc3)ccc21	-1%

Next part.
SMILES	TbPYK inhibitor
Cc1ccc(NC(=O)c2ccc(CN3CCN(C)CC3)cc2)cc1Nc1nc(-c2cccnc2)cs1	0%
CCOc1ccc(NC(=O)CSc2nc3c(oc4ccccc43)c(=O)n2-c2ccccc2C)cc1	5%
CS(=O)(=O)Nc1ccccc1-c1cccc2nccn12	-4%
COc1cc(C(=O)NCc2nc3cccnc3n2Cc2ccc(C)cc2)cc(OC)c1OC	0%
O=C(Nc1ccc(Cl)cc1)c1ccc2sc([C@@H]3O[C@H](CO)[C@H](O)[C@H](O)[C@H]3O)nc2c1	0%
COc1ccc(C(C)(O)c2nc(-c3ccc(S(C)(=O)=O)cc3)cs2)cc1 (stereo unspecified)	4%
CCC12CN3CC(C)(CN(C1)C3c1ccccc1C)C2=O (stereo unspecified)	0%
CCCCCC(=O)N1C[C@H](O)[C@@H](n2cc(COC(=O)c3ccccc3)nn2)C[C@@H]1c1ccc(C)cc1	-10%
Cc1ccc(C2CCN(C(=O)c3cnn(-c4ccccc4Cl)c3C3CCN(C(=O)OC(C)(C)C)CC3)C2)cc1 (stereo unspecified)	7%
CCc1ccc(N(C)S(=O)(=O)c2ccc3[nH]cc(C(=O)NCC4CCCO4)c(=O)c3c2)cc1 (stereo unspecified)	3%
COC(=O)C1CCN(C2CN(Cc3ccc([N+](=O)[O-])cc3)S(=O)(=O)C2)CC1 (stereo unspecified)	2%
Cc1ccc(NC(=O)CSc2nc(=O)n(Cc3cccnc3)c3c2CCC3)cc1F	-3%
CC1(C(=O)NS(=O)(=O)c2ccc(Br)cc2)CCN1C(=O)C1(c2ccccc2)CC1 (stereo unspecified)	3%
Cn1ccc2c(N(Cc3ccccc3)Cc3ccccc3)cc3c(c21)C1CCC3C1 (stereo unspecified)	5%
COC(=O)c1ccc(Cl)c(NC(=O)C2CCN(S(=O)(=O)Cc3ccccc3)CC2)c1	2%
COc1ccc(-c2c(C)c3ccc(O)c(CN4CCCC4)c3oc2=O)cc1	-11%
CCOc1cc(C#N)c(NC(=O)c2ccc(OC)c(S(=O)(=O)N3CCCCC3)c2)cc1OCC	-3%
Cc1ccc(C)n1-c1nnc(N2CCC(C(=O)NCc3ccccc3Cl)CC2)s1	-2%
COc1cc(C(=O)NCc2nc(-c3ccc(Cl)cc3)no2)cc(OC)c1OC	1%
CCc1nc2ccc(C(=O)Nc3ccc(NC(C)=O)cc3)cn2c1N(C)C(=O)Cc1ccccc1	1%
CC1(C)CC(=O)C=C(c2ccc(-c3ccc4[nH]ccc4c3)cc2)C1=O	-4%
Cc1c(Cl)cccc1N1C(=O)CC(Sc2ccccc2N)C1=O (stereo unspecified)	1%
CCOc1ccccc1CNC(=O)c1cnc2sc(N3CCCC3)nn2c1=O	6%
CCOC(=O)C1(C)CCCCN1C(=O)c1cccs1 (stereo unspecified)	1%
CC1(C(=O)NS(=O)(=O)c2ccccc2Cl)CCN1C(=O)C1CC1 (stereo unspecified)	-6%

Continuation:
SMILES	TbPYK inhibitor
CC(C)c1ccc(NC(=O)c2ccc(-c3ccnn3C)c3ccoc23)cc1	0%
c1cnc(N2CC[C@@]3(CCCNC3)C2)nc1	-1%
COc1ccc(CCC(=O)OCC(=O)NC2CCCC2)cc1OC	-16%
O=c1cc(CN2CCOCC2)c2ccccc2o1	6%
Cc1cc(C)cc(NC(=O)CSc2c(C(C)C)cnc3c2c(=O)n(C)c(=O)n3C)c1	-8%
COc1ccc(C2C(=O)N(C3CCCCCC3)CC(=O)N2CCc2ccc(Cl)cc2)cc1OC (stereo unspecified)	1%
COc1ccc(CN2C(=O)C(CC(=O)NC3CCCCC3)CC(C(=O)N(C)C)=C2C)cc1 (stereo unspecified)	4%

Structures above containing an NH in an aromatic ring (eleven):
SMILES	TbPYK inhibitor
O=C(Nc1ccc(F)c(Cl)c1)c1ccc2nc([C@@H]3O[C@H](CO)[C@H](O)[C@H](O)[C@H]3O)[nH]c2c1	-5%
Cc1cccc(C)c1C(O)c1ncc(-c2cccc(F)c2)[nH]1 (stereo unspecified)	-9%
CCc1ccc(C(c2ccccc2)c2c[nH]c3ccc(C)cc23)s1 (stereo unspecified)	-13%
Cc1ccc2oc(=O)c(-c3nc4ccc(C)cc4[nH]3)cc2c1	0%
O=C(Nc1ccccc1)C1CCN(S(=O)(=O)c2ccc3[nH]c4c(c3c2)CCCCC4)CC1	0%[15.4 µM]
CN(C(=O)CSc1nnc(C(F)(F)F)n1C)c1c(N)n(Cc2ccccc2)c(=O)[nH]c1=O	-5%
CCOc1cc(S(=O)(=O)NCCc2c(C)[nH]c3ccc(C)cc23)ccc1Br	4%
CC1(C)CC(=O)c2cc(-c3nc(-c4ccccc4)cs3)c(=O)[nH]c2C1	-2%
CC1(C)OCC(CNC(=O)c2[nH]c(C(F)(F)F)nc2-c2ccccc2)O1 (stereo unspecified)	6%
CCc1ccc(N(C)S(=O)(=O)c2ccc3[nH]cc(C(=O)NCC4CCCO4)c(=O)c3c2)cc1 (stereo unspecified)	3%
CC1(C)CC(=O)C=C(c2ccc(-c3ccc4[nH]ccc4c3)cc2)C1=O	-4%
